# From PubChem BioAssay
# KCNQ2 inh = KCNQ2 channel blockers in CHO-K1 cells – cell-based, FluxOR thallium flux, B-score, primary screen (AID 2156); O88943; 20 min; hits give low values; B-score at 10 µM; 310,000 compounds, 1.1% hits;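 active means fluorescence ratio B-score at most minus 3 library SDs, with starting brightness B-score within 2 library SDs, cut at about -5.5 in these data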
# Target sequence (O88943 whole entry, looked up): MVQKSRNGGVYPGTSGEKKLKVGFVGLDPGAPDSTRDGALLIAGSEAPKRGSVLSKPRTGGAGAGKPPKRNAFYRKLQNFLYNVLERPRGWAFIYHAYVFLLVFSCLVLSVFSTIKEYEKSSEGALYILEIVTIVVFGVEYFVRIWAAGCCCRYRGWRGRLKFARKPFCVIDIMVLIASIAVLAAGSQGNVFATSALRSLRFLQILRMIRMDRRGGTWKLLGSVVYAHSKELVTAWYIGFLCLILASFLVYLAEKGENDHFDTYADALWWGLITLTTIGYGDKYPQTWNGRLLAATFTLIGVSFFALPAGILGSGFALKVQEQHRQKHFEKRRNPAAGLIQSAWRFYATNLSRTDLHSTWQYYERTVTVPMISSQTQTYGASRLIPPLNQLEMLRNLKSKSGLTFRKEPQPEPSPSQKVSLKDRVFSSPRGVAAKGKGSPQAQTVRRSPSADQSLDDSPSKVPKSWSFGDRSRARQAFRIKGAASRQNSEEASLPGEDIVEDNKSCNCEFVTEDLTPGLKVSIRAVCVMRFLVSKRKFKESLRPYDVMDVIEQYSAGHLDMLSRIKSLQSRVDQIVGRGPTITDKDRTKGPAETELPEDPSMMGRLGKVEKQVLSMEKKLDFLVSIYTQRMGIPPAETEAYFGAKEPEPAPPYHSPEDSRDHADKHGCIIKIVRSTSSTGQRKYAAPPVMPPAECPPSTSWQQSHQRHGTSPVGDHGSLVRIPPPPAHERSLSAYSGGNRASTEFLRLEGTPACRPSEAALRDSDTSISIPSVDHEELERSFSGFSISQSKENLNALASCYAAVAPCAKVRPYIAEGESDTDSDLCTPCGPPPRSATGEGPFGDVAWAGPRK
# Kir21 block = Kir2.1 (mouse) channel inhibition; P35561; HEK293-Kir2.1, FluxOR thallium flux fluorescence; hits give low values; B-score at 10 µM; 310,000 compounds, 0.85% hits;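 active means fluorescence ratio B-score at or below minus 3 SD of library scores, with starting-brightness B-score within 2 SD, cut at about -4.2 in these data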;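 further: channel flux triggered by added potassium and thallium sulfate stimulus; B-score of peak minus minimum fluorescence over baseline after thallium stimulus; more negative B-score means stronger Kir2.1 block with less thallium influx; some compounds called inactive have numbers as strong as hits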
# * = called active by the depositor; i = inactive.
SMILES,KCNQ2 inh,Kir21 block
Cn1c(N)c(C(=O)COC(=O)c2cccc(S(=O)(=O)N3CCCCC3)c2)c(=O)n(C)c1=O,i,0.13
O=C(CSc1nc(=O)n2cc(Cl)ccc2n1)Nc1ccc2c(c1)OCO2,i,0.88
CCNC(=S)N(CCc1ccc(S(N)(=O)=O)cc1)C1CC(=O)N(c2ccccc2)C1=O (stereo unspecified),i,-1.08
COC(=O)C1CCN(CC(=O)Nc2ccccc2Sc2ccccc2)CC1,i,-1.99
N#Cc1cn(CC(=O)NCC2CCCO2)c2ccccc12 (stereo unspecified),i,1.04
CCSc1nnc([C@H](C)NC(=O)OC(C)(C)C)o1,i,0.36
Cc1nn(C)c(C)c1S(=O)(=O)N(CC(=O)NC1CCCCCC1)c1ccc(C(C)C)cc1,i,-0.83
Nc1nc(NCCCN2CCOCC2)nc(Nc2ccccc2)c1[N+](=O)[O-],i,0.2
COc1cccc2cc(C(=O)Nc3cccnc3N3CCOCC3)c(=O)oc12,i,0.91
Cc1ccc(C(C(=O)NCc2ccco2)N(C(=O)CNC(=O)c2cccs2)c2c(C)cccc2C)cc1 (stereo unspecified),i,-0.73
COc1ccc(NN=Nc2nc3c([nH]2)c(=O)n(C)c(=O)n3C)cc1,i,0.1
Cc1cc(OCC(=O)N[C@@H](Cc2ccccc2)c2nc3ccccc3[nH]2)ccc1Cl,i,0.67
COc1cc(NS(=O)(=O)c2ccc(Nc3nc(-c4ccccn4)cs3)cc2)nc(OC)n1,i,0.01
CC(C)OC(=O)/C(=C\C=C\c1ccccc1)NC(=O)c1ccccc1,i,1.84
O=C(COc1ccccc1Br)NCc1ccccn1,i,1.26
C=CCNC(=O)CN1CCC(n2nnc3cc(C(F)(F)F)ccc32)CC1,i,-0.05
CCC(=O)N1CCc2cc(S(=O)(=O)CCC(=O)NC3CCCCC3)ccc21,i,1.68
CCN(CC)c1ccc(NC(=O)c2cccnc2)cc1,i,0.59
CCOc1ccc(NC(=O)CC2C(=O)N(c3ccccc3)C(=O)N2Cc2ccco2)cc1 (stereo unspecified),i,1.46
O=C(O)c1ccc(NC(=S)NC(=O)C(c2ccccc2)c2ccccc2)cc1,i,0.64
COc1cccc(-c2nc(Oc3cc(C)cc(C)c3)c3ccccc3n2)c1O,i,-0.06
O=C(CNC(=O)C1(c2ccccc2)CC1)Nc1ccc(F)c(F)c1,i,-0.21
Cc1ccc(CN2CCc3c(OCC(=O)Nc4cccc(C)c4C)cccc3C2=O)cc1,-7.17*,1.34
COC(=O)Cn1c(=NC(=O)c2ccc([N+](=O)[O-])s2)sc2cc(Br)ccc21,i,0.46
O=C1C2C3C=CC(CNS(=O)(=O)c4ccccc4)(O3)C2C(=O)N1c1ccc(Cl)cc1 (stereo unspecified),i,-0.22
Cc1cc(C)c2nc(NC(=O)c3ccc4c(c3)OCO4)sc2c1,i,-0.25
CS/C(N)=N/N=C/c1ccc([N+](=O)[O-])cc1,i,-1.34
COc1ccc(S(=O)(=O)O)cc1P(=O)(c1ccccc1)c1ccccc1,i,-0.35
COc1ccc(C(=O)N2CCN(C(=O)c3ccc(-c4ccccc4)cc3)CC2)cc1OC,i,0.67
Fc1ccc(CN2CCCN(C(=S)Nc3ccc(F)cc3)CC2)cc1,i,0.16
COC(=O)CCCC1=CC2=C(c3ccccc3)C(=O)C(C)(OC(=O)C3CCCC3)C(=O)C2=CN1C1CCCC1 (stereo unspecified),i,1.63
CN1CCc2nc(SCC(=O)Nc3ccc(F)cc3)c(C#N)cc2C1,i,-0.9
CCO[C@H]1OC(C(=O)N2CCN(Cc3ccc4c(c3)OCO4)CC2)=C[C@@H](c2cn(C(C)=O)c3ccccc23)[C@@H]1CCCO,i,0.11
CC(C)COc1ccc(-c2nnc(-c3ccco3)o2)cc1,i,0.03
CCCCNC(=O)Nc1cc(C(=O)OC)ccc1C,i,-1.19
NS(=O)(=O)c1cc(C(=O)Nc2ccc3c(c2)CCC3)ccc1Cl,i,-0.95
O=c1ccc(-c2ccc(S(=O)(=O)NCc3cccc(Br)c3)s2)n[nH]1,i,-2.33
Cc1ccc(/C=N/NC(=O)c2cccs2)cc1[N+](=O)[O-],i,-0.15
Cc1cc(NC(=O)c2ccc3c(c2)OCO3)ccc1NC(=O)c1ccccc1,i,-0.03
CCN1C(=O)c2cccc3c(S(=O)(=O)Nc4ccccn4)ccc1c23,i,-0.02
Cc1ccc(NC(=S)Nn2cnnc2)c(C)c1,i,-0.03
O=C(Cn1nc(Cl)nc1Cl)c1cc2ccccc2oc1=O,i,-0.57
COc1ccc(C(=O)CC2(C(=O)O)CCCCC2)cc1,i,0.77
N#Cc1ccc(CSc2nnc(COc3ccccc3)n2-c2ccccc2)cc1,-5.61*,-4.02
COc1ccc(NC(=O)CS(=O)CC(=O)Nc2cccc3cccnc23)cc1 (stereo unspecified),i,1.53
COc1ccc2cc(CN(C(=O)Nc3ccccc3OC)C3CCCC3)c(=O)[nH]c2c1,i,0.62
O=C(CSc1nc2ccccc2[nH]1)c1ccc2c(c1)OCO2,i,-0.68
CC(C)CSc1ncnc2c1oc1nc3c(cc12)COC(C)(C)C3,i,0.27
CSCCc1nc(SCC(=O)Nc2nnc(C)s2)[nH]c1C,i,0.1
O=c1c2nncn2c2cc(C(F)(F)F)ccc2n1CCNc1ncc(C(F)(F)F)cc1Cl,i,1.45

# An excerpt of these results, with two lines to a compound:
# Sequence of screens: KCNQ2 inh, Kir21 block
COc1ccc(NC(=O)CS(=O)CC(=O)Nc2cccc3cccnc23)cc1 (stereo unspecified)
→ i, 1.53
COc1ccc(C(=O)CC2(C(=O)O)CCCCC2)cc1
→ i, 0.77
O=c1c2nncn2c2cc(C(F)(F)F)ccc2n1CCNc1ncc(C(F)(F)F)cc1Cl
→ i, 1.45
CSCCc1nc(SCC(=O)Nc2nnc(C)s2)[nH]c1C
→ i, 0.1
N#Cc1ccc(CSc2nnc(COc3ccccc3)n2-c2ccccc2)cc1
→ -5.61*, -4.02

# Additional results:
SMILES,KCNQ2 inh,Kir21 block
CC(C)CCN1CCN(Cc2ccon2)CC1CCO (stereo unspecified),i,3.64
CCc1ccc(O)c(-c2cc(C(=O)Nc3cccnc3)[nH]n2)c1,i,1.1
CCOC(=O)C1=C(C)NC(C)=C(C(=O)OCC)C1C,i,0.76
Cc1ccc(NC(=O)CN(C)c2ccc(S(=O)(=O)N3CCN(C)CC3)cn2)cc1,i,-0.03
COC(=O)c1cc(NC(=O)CN2CCC(C(N)=O)(N3CCCCC3)CC2)cc(C(=O)OC)c1,i,-0.83
CCC(=O)Nc1ccc(NC(=O)c2cc3ccccc3o2)c(OC)c1,i,0.41
COc1ccccc1C(=O)OCC(=O)Nc1ccc(OC(F)F)cc1,i,-1.57
Cc1nn(-c2ccccc2)c(Cl)c1/C=N/NC(=O)CNC(=O)c1ccccc1Cl,i,-2.2
c1ccc(Nc2nc(-c3ccncc3)nc3ccccc23)cc1,i,0.23
Cc1cc(C)n2nc(SCC(=O)N(Cc3ccccc3)C3CCS(=O)(=O)C3)nc2n1 (stereo unspecified),i,-0.46
CC(C)(C)C(=O)n1nc(-c2ccccc2)oc1=O,i,-3.03
COc1ccc(C2=NN(C(C)=O)CC2c2cccc([N+](=O)[O-])c2)cc1 (stereo unspecified),i,0.47
O=C(CSc1nnc(-c2cccnc2)n1CCc1ccccc1)N1CCCCC1,i,-0.4
O=C(NC(=S)Nc1ccccc1F)C1CCCCC1,i,-0.14
Cc1nc(S/C(=C/c2ccc(-c3cccc(Cl)c3)o2)C(=O)O)n[nH]1,i,-2.92
Cc1ccc2nsnc2c1NC(=O)c1ccc(-c2cc(Cl)ccc2Cl)o1,i,-0.43
Nn1c(SCC(=O)Nc2ccccc2)nnc1C1CCCCC1,i,-1.41
CCCCC1(C)NC(=O)c2c(C)sc(C(=O)OCC)c2N1 (stereo unspecified),i,-3.34
CC(C)CN(C(=O)C1CC1)C1CCS(=O)(=O)C1 (stereo unspecified),i,0.06
Cc1cc(=O)[nH]c(N/N=C/c2cccc([N+](=O)[O-])c2)n1,i,1.28
COCC(=O)N/N=C(\C)CC(=O)Nc1ccccc1C(N)=O,i,1.72
Cc1c(-c2ccccc2)nc2ccccc2c1C(=O)Nc1ccncc1,i,0.2
O=C(O)CCN1CCc2ccccc21,i,-1.58
O=C(N/N=C/c1ccc2cccnc2c1)c1nc2ccccc2c(=O)[nH]1,i,-0.35
CCC1CCCCN1CCCNC(=O)CNC(=O)c1nn(-c2ccc(OC)cc2)c(=O)c2ccccc12 (stereo unspecified),i,0.26
CN1CCN(C(CNC(=O)C(=O)Nc2ccc3c(c2)OCO3)c2ccc(F)cc2)CC1 (stereo unspecified),i,-2.19
O=C(Nc1nccs1)c1cccc(NC(=O)c2ccco2)c1,i,0
O=C(c1ccccc1)c1ccc(OCC(O)CN2CCCC2)cc1 (stereo unspecified),i,-1.12
CCCn1c(=S)[nH]c2ccc(C(F)(F)F)cc21,i,1.75
O=C(Nc1ccccc1C(=O)N1CCCCCC1)c1ccccc1,i,-0.73
Oc1ccc(Br)cc1/C=N/n1c(C2CCCCC2)n[nH]c1=S,i,-0.1
CC(=O)Nc1ccc(NC(=O)C(C)OC(=O)C2CC3C=CC2C3)cc1 (stereo unspecified),i,-3.53
CCCCNC(=O)[C@@H]1CSC2c3ccccc3C(=O)N21 (stereo partly specified),i,0.64
Cc1cc(-c2n[nH]c(=S)n2-c2ccc(C)c(C)c2)no1,i,0.73
O=C(NCCNc1ccccc1[N+](=O)[O-])c1cc(F)c(F)cc1Cl,i,0.03
Clc1cccc(CSc2nnc(-c3cccnc3)n2Cc2ccco2)c1,i,-7.15
COc1cc(-c2nnco2)cc(OC)c1OC,i,0.15
Cc1ccc(-n2c(=O)[nH]cc(C(=O)N3CCc4ccccc43)c2=O)cc1,i,-0.04
N#CCCn1cc(C=O)c(-c2cccs2)n1,i,0.3
CCCn1c(=O)c2c(c3ccccc31)OCC(=O)N2,i,1.54
COc1cc(C(C(=O)NC2CCCC2)N(C(=O)Cc2cccs2)C2CC2)cc(OC)c1OC (stereo unspecified),i,-0.46
COCCn1c(SCC(=O)NCc2ccccc2)nc2ccccc21,i,-1.81
CCOC(=O)N1CCN(C(=O)CNCc2cccs2)CC1,i,-0.19
C/C(=N/NC(=O)c1ccccn1)c1ccncc1,i,-1.58
CCSc1nnc(NC(=O)c2cccs2)s1,i,0.6
N#CC1=C(N)OC2=C(CCc3ccccc32)C1c1ccccc1 (stereo unspecified),i,-1.4
C=CCSc1nnc2c(n1)-c1cccc3cccc-2c13,i,1.16
O=C(CN1C(=O)/C(=C/c2cccc(Br)c2)SC1=S)N1CCCC1,i,-0.3
Cc1nc2sc(C(=O)Nc3ccccc3Cc3ccccc3)c(C)c2c(=O)[nH]1,i,-0.05
COc1ccc(/C=N/NC(=O)CCN2CCCCC2c2cccnc2)cc1Cn1cc([N+](=O)[O-])cn1 (stereo unspecified),i,-0.21

# The results go on:
SMILES,KCNQ2 inh,Kir21 block
COc1ccc(/C(O)=C2/C(=O)C(=O)N(c3ncccn3)C2c2ccc(F)cc2)cc1 (stereo unspecified),i,1.29
O=C(Nc1ccc(-c2csc(Nc3ccccc3)n2)cc1)c1ccccc1,i,-0.69
COc1ccc(NC(=O)c2ccc3ncsc3c2)cc1,i,-0.5
CCc1nnc(NS(=O)(=O)c2ccc(N/C=C/C(=O)c3ccc(OC)cc3)cc2)s1,i,0.82
CC(CC(=O)NCc1ccc(Cl)cc1)S(=O)(=O)c1ccc2c(c1)NC(=O)CO2 (stereo unspecified),i,-1.51
O=C(CSC1c2ccccc2C(=O)N1c1ccccc1)N1CCOCC1 (stereo unspecified),i,-0.74
Cc1[nH]n(-c2ccccc2)c(=O)c1N=Nc1ccccc1C(=O)O,i,-0.09
CC(=O)N1CCN(C(=O)c2ccc(OC3CCN(CCc4ccccc4)CC3)cc2)CC1,i,-0.92
O=C(CN1CCN(c2ccc(Cl)cc2)CC1)N1CCCC1,i,1.21
CCC(COC(=O)Nc1cccc(C)c1C)NC(=O)OCC(C)C (stereo unspecified),i,-0.37
Cc1ccccc1NC(=O)C(C)OC(=O)CCC(=O)N(CC(C)C)c1c(N)n(CC(C)C)c(=O)[nH]c1=O (stereo unspecified),i,-0.68
CC(C)C(C)NC(=O)COC(=O)c1cccc(C(=O)OCC(=O)NC(C)C(C)C)n1 (stereo unspecified),i,-0.03
Cc1ccccc1C(=O)Nc1ccc(O)cc1C(=O)O,i,0.4
Cc1ccc(N2CC(O)Cn3c2nc2c3c(=O)[nH]c(=O)n2C)cc1 (stereo unspecified),i,0.8
Cc1ccc(C2C(C#N)=C(N)OC3=C2C(=O)CC(C)(C)C3)s1 (stereo unspecified),i,-1.11
COCCc1nnc(NC(=O)C23CC4CC(CC(C4)C2)C3)s1,i,0.34
[O-][n+]1ccc(C(O)c2ccccc2)cc1 (stereo unspecified),i,-1.4
COC1C(C)=C(C)C(=O)N1Cc1ccc(F)cc1 (stereo unspecified),i,2.38

# Single records (already shown). Values in the order: KCNQ2 inh, Kir21 block
# Record of Cc1cc(C)n2nc(SCC(=O)N(Cc3ccccc3)C3CCS(=O)(=O)C3)nc2n1 (stereo unspecified) : i, -0.46
# Record of C=CCNC(=O)CN1CCC(n2nnc3cc(C(F)(F)F)ccc32)CC1 : i, -0.05
# Record of CCC(=O)N1CCc2cc(S(=O)(=O)CCC(=O)NC3CCCCC3)ccc21 : i, 1.68
